Screening results as filed in PubChem BioAssay.
IL1B secr inh: blocks inflammasome-driven IL-1 beta release | 4.7% of 360,000 active | THP-1 LPS/ATP IL-1B secretion, AlphaLISA, 16 h; active compounds read low | activity change, % at 57.5 µM; in the data active = activity change below about -50%; inconclusive = mostly about -30% to -49%; note: % is set by controls: 0 for no effect and ±100 for the full control effect
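THP-1 cells pretreated 1 hr with compounds (up to 57.5 uM final), then stimulated with LPS (250 ng/mL final) plus ATP (1.25 mM final); secreted IL-1B measured by AlphaLISA after 16 hr, decreased signal indicating inhibition.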
MCF10A rerep: DNA re-replication induction in MCF 10a cells. AID 624296. Potency, µM (doses to about 46.1 µM), inactives show at the highest dose activity, positive = re-replication, most hits filed as activators. 2.9% of 350,000 active. MCF 10A DNA re-replication, Hoechst nuclear intensity, 48 h; note: potency is the fitted concentration of half-maximal effect; % of control where 0% means no effect; nearly all actives have a fitted effect of over 50% in size
ATXN2 expr inh: ATXN2 expression inhibition; HEK-293 ATXN2-luciferase reporter, luminescence, 24 h; Potency, µM (series often up to 57 µM), for inactives: top-dose activity change, negative = inhibition, usual class: inhibitors; 0.72% of 360,000 active; note: potency is the fitted concentration of half-maximal effect; % is set by controls: 0 for no effect and ±100 for the full control effect; nearly all actives have a fitted effect of over 55% in size
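ATXN2-luciferase reporter cells (luciferase flanked by upstream and downstream ATXN2 gene portions) were treated 24 h at 37 °C with compounds at up to 57 uM. SteadyGlo luminescence gave expression; GF-AFC fluorescence gave viability.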
KB-V1 MDR tox: kills drug-selected multidrug resistant KB-V1 cells. KB-V1 MDR cells viability, CellTiter-Glo, 72 h. Potency, µM (series often up to 46.1 µM), without a hit: at the highest dose activity change, negative = cytotoxicity, most hits filed as cytotoxic. 3.4% of 400,000 active. AID 1347076; note: potency is the fitted concentration of half-maximal effect; % is set by controls: 0 for no effect and ±100 for the full control effect; nearly all actives have a fitted effect of over 60% in size
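Cytotoxicity via CellTiter-Glo luminescence after 72 h compound exposure at 37 degrees C. Cells: drug-selected KB-V1 line, DMEM phenol-red free plus 10% FBS. Compounds tested at multiple concentrations; normalized data fitted to concentration-effect curves.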
KB-3-1 cytotox: kills parental KB-3-1 adenocarcinoma cells; 1.4% of 400,000 active; AID 1347075; KB-3-1 viability, CellTiter-Glo ATP luminescence, 72 h; Potency, µM (series often up to 46.1 µM), for inactives: at the top dose activity change, negative = cytotoxic, actives largely listed as cytotoxic; note: potency is the fitted concentration of half-maximal effect; % is set by controls: 0 for no effect and ±100 for the full control effect; nearly all actives have a fitted effect of over 60% in size
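Multi-concentration cytotoxicity screen in KB-3-1 cells grown in DMEM lacking phenol red with 10% FBS. After 72 h at 37 °C with compound, ATP-dependent luminescence was recorded.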
HT1080NT lethal: kills 2HG-producing HT-1080-NT fibrosarcoma cells | HT-1080-NT fibrosarcoma viability, CellTiter-Glo ATP luminescence, 48 h | Potency, µM (doses to about 46.1 µM), without a hit: at the top dose activity, negative = less viability, usual class: cytotoxic | 1.6% of 360,000 active;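 note: NT is the 2HG producing partner of a matched IDH1 knockdown line; potency is the fitted concentration of half-maximal effect; 0% = DMSO-treated cells and -100% = media-only wells without cells; nearly all actives have a fitted effect of over 55% in size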
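Luminescent CellTiter-Glo readout after 48 hours of compound exposure at 37 degrees C defined viability of HT-1080-NT cells. Activity was normalized to DMSO wells and cell-free media wells; concentration-response curves were fitted and assigned curve classes.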
SW480 rerep: inducers of DNA re-replication in SW480 colon cancer cells | SW480 DNA re-replication, Hoechst DNA content imaging, 48 h | Potency, µM (titrated, usually from 46.1 µM), for the others: at the top dose re-replication activation, hits mostly activators | 1.8% of 340,000 active | AID 624297; note: potency is the fitted concentration of half-maximal effect; % of control where 0% means no effect; nearly all actives have a fitted effect of over 55% in size
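Quantitative HTS format with DMSO vehicle controls; 48 hr drug incubation at 37 C, then 40 min Hoechst staining and scanning imager measurement at 405 nm excitation.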
HT1080 IDH1KD tx: HT-1080 IDH1 knockdown cell toxicity (counter line) | HT-1080 IDH1 knockdown viability, ATP luminescence, 48 h | Potency, µM (series often up to 46.1 µM), for the others: top-dose activity, negative = toxicity, most hits filed as cytotoxic | 2% of 360,000 active;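 note: potency is the fitted concentration of half-maximal effect; 0% = DMSO wells and -100% = cell-free medium wells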
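Assay cells: HT-1080 with IDH1 knockdown, 750 per well, RPMI/5% FBS. Exposure: 48 h at 37 °C following 2 h pre-incubation. Read: CellTiter-Glo luminescence; fitted concentration-response, curve class assigned.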
S2 tox: viability counter-screen for ATXN expression inhibitors | S2 cells (HEK-293 line with an ATXN2-luciferase reporter) viability, CellTiter-Fluor protease fluorescence, 24 h | Potency, µM (highest dose often 56.7 µM), usual class: cytotoxic | 0.49% of 400,000 active; note: potency is the fitted concentration of half-maximal effect; nearly all actives have a fitted effect of over 40% in size
* marks the source's active call; other numbers are inactive results; i = inactive; ? = inconclusive; · = not tested or not shown; & = joins results of further samples; [ ] = dose if it differs, or a comment. Unless noted, calls come from the whole dose curve; as a rule, active = well fitted curve in the direction sought with a large enough effect; inconclusive = small, poorly fitted or top-dose-only effect, or another doubt; inactive = no such curve, though single readings can be large; an effect the other way counts as inactive or inconclusive.

No. | canonical_smiles | IL1B secr inh | MCF10A rerep | ATXN2 expr inh | KB-V1 MDR tox | KB-3-1 cytotox
1 | COc1ccc(C(=O)c2[nH]c(N)c(C(=O)NCCc3c[nH]c4ccccc34)c2-c2c(F)cccc2Cl)cc1 | -9 | · | -11% | -23% | -23%
2 | COc1ccc(Nc2nnc(C)c3ccccc23)cc1 | -9 | -4% | · | 4% | 3%
3 | Cc1cccc(NS(=O)(=O)c2cc(C(=O)NCCC3=CCCCC3)ccc2Cl)c1 | -14 | ? | -18% | 0% | 5%
4 | COc1ccc(NC(=O)CN(Cc2ccccc2)Cc2ccccc2)cc1S(N)(=O)=O | -13 | -5% | -7% | 21µM* | 2%
5 | CSC1=NCCN1C(=O)C(C)(C)Oc1ccc(Cl)cc1 | -24 | 5% | 0% | 15% | -12%
6 | CSc1ccccc1NC(=O)CN(C)CC(=O)Nc1ccc(Cl)cc1F | -8 | 1% | -5% | -11% | -1%
7 | NC(=O)NNc1ccccc1 | · | 4%&1% | 4% | · | ·
8 | O=C(Nc1ccc(S(=O)(=O)NC2=NCCCCC2)cc1)c1ccc2ccccc2n1 | -14 | 15% | -10% | 23µM* | -25%
9 | CN(CC(=O)Nc1ccccc1C(F)(F)F)C(=O)c1ccc(-c2ccc(Cl)cc2)o1 | -14 | 11% | -4% | ? | 0%
10 | O=C(CSC1=NCCS1)Nc1nc(-c2ccccc2)cs1 | -5 | 2% | 63%[activator] | -11% | 18%
11 | Oc1ccc(/C=N/Nc2nc(-c3ccc(Cl)cc3)cc(C(F)(F)F)n2)cc1 | -99* | ? | ? | ? | ?
12 | Cc1cccc(C2C3=C(CCCC3=O)N=C3c4ccccc4C(=O)C32)c1 (stereo unspecified) | -13 | 7% | -18% | -3% | ?
13 | Cc1ccn(CC(=O)NC2CCCN(Cc3ccccc3F)C2)n1 (stereo unspecified) | -22 | · | · | -2% | 23%
14 | COc1ccc(NC(=O)CSc2nnc(CNC(=O)c3cccs3)o2)c(OC)c1 | -11 | 0% | -3% | -1% | 1%
15 | COc1ccccc1NC(=O)CCc1nc2sc3c(c2c(=O)[nH]1)CCCC3 | 23 | ? | ? | -2% | -1%

No. | HT1080NT lethal | SW480 rerep | HT1080 IDH1KD tx | S2 tox
1 | -9% | · | -7% | i
2 | -1% | -1% | 9% | ?
3 | ? | ? | ? | i
4 | 1% | -100%[inhibitor] | -2% | ?
5 | -30% | -3% | -4% | i
6 | -2% | 13% | -5% | i
7 | · | 26%&0% | · | i
8 | -1% | -7% | -4% | i
9 | -2% | -2% | 1% | i
10 | 0% | -3% | 23% | i
11 | ? | ? | 16µM* | ?
12 | -4% | -4% | -6% | ?
13 | 4% | · | 3% | i
14 | 4% | -7% | 6% | ?
15 | -27% | ? | -19% | i

(next part)
No. | canonical_smiles | IL1B secr inh | MCF10A rerep | ATXN2 expr inh | KB-V1 MDR tox | KB-3-1 cytotox
16 | CCc1nnc(NC(=O)CSc2nc3c([nH]c4ccccc43)c(=O)n2-c2ccc(Cl)cc2)s1 | · | · | 4% | 0% | 7%
17 | COc1cc(Cl)c(NS(=O)(=O)c2ccc(-c3coc(C)n3)cc2)c(OC)c1 | · | · | -1% | 8% | ?
18 | Cc1ccc(-c2n[nH]c(=O)c3ccccc23)cc1S(=O)(=O)N(C)CCO | 33 | 11% | 10% | 8% | -18%
19 | C/C(NCCCn1ccnc1)=C(\C#N)C(N)=O | 6 | -3% | -1% | 0% | -11%
20 | Cc1ccc(S(=O)(=O)Nc2ccc3c(c2)OCCO3)cc1C | -3 | -8% | 23%[11.3 µM] | -13% | -23%
21 | Cc1nnc(NC(=O)CSc2nc3ccccc3[nH]2)s1 | 25 | 16% | -5%[11.3 µM] | ? | 3%
22 | CCN1CCN(C(=O)Cn2cnc3sc(C)c(S(=O)(=O)N4CCN(c5ncccn5)CC4)c3c2=O)CC1 | 3 | -8% | -17% | ? | 19%
23 | Cc1cc(=O)n(C(C)Cc2ccccc2)n1C(C)Cc1ccccc1 (stereo unspecified) | 3 | -4% | -1% | ? | -26%
24 | COc1ccc(COC(=O)CCc2c[nH]c3ccccc23)cc1F | -6 | -25% | -8% | 39% | 11%
25 | O=c1o[nH]c(-c2ccccc2)c1C1=NCCCCC1 | -13 | 1% | 0% | 1% | 1%
26 | COc1ccc(S(=O)(=O)N(CC(=O)N(C)Cc2ccccc2)c2ccc(Cl)cc2)cc1 | · | · | 0% | 0% | 5%
27 | Cc1nnc(NC(=O)CSc2ccc(-c3cccnc3)nn2)s1 | 33 | -6% | 4% | 14% | 21%
28 | Cc1ccc(NC(=O)CSc2nnc(-c3ccco3)o2)cc1 | -9 | -9% | 5% | 5% | -1%
29 | Cc1ccc(CCN2C(Nc3ccccc3)=NC[C@@H]2C)cc1 | -18 | 6% | 5% | 15% | 23%
30 | CCN(CC)S(=O)(=O)c1cccc(-c2nnc(SCCCC(=O)c3ccc(F)cc3)o2)c1 | 28 | 21% | · | 16µM* | -8%

No. | HT1080NT lethal | SW480 rerep | HT1080 IDH1KD tx | S2 tox
16 | · | · | · | i
17 | · | · | · | i
18 | 6% | -16% | 4% | i
19 | 0% | -5% | -2% | i
20 | -4% | -5% | -3% | i
21 | ? | 0% | 10% | i
22 | 0% | -2% | 7% | i
23 | 10% | 0% | 12% | ?
24 | 9% | -1% | 16% | i
25 | 0% | -6% | -4% | i
26 | · | · | · | i
27 | 0% | 4% | 10% | i
28 | 13% | 0% | 17% | i
29 | 0% | 2% | 12% | i
30 | -10% | -12% | -16% | ·

An excerpt from above, limited to MCF10A rerep, SW480 rerep and KB-3-1 cytotox:
cpd | SMILES | MCF10A rerep | SW480 rerep | KB-3-1 cytotox
21 | Cc1nnc(NC(=O)CSc2nc3ccccc3[nH]2)s1 | 16% | 0% | 3%
22 | CCN1CCN(C(=O)Cn2cnc3sc(C)c(S(=O)(=O)N4CCN(c5ncccn5)CC4)c3c2=O)CC1 | -8% | -2% | 19%
23 | Cc1cc(=O)n(C(C)Cc2ccccc2)n1C(C)Cc1ccccc1 (stereo unspecified) | -4% | 0% | -26%
24 | COc1ccc(COC(=O)CCc2c[nH]c3ccccc23)cc1F | -25% | -1% | 11%
25 | O=c1o[nH]c(-c2ccccc2)c1C1=NCCCCC1 | 1% | -6% | 1%
26 | COc1ccc(S(=O)(=O)N(CC(=O)N(C)Cc2ccccc2)c2ccc(Cl)cc2)cc1 | · | · | 5%

(next part)
No. | canonical_smiles | IL1B secr inh | MCF10A rerep | ATXN2 expr inh | KB-V1 MDR tox | KB-3-1 cytotox
31 | O=C(C1CCCN(S(=O)(=O)c2ccc(Cl)cc2)C1)N(Cc1cccs1)C1CC1 (stereo unspecified) | ? | 8% | -20% | ? | -1%
32 | Cc1cccc(NC(=O)CN(C)CC(=O)NC(c2ccccc2)c2ccccc2)c1C | -28 | 0% | 0% | 3.3µM* | 1%
33 | Cc1cccc(OCC(=O)NC2CC(C)(C)NC(C)(C)C2)c1 | 4 | 10% | -7% | 9% | -1%
34 | Cc1ccc(NC(=O)Cn2c(=O)n(Cc3ccco3)c(=O)c3sc4ccccc4c32)c(C)c1 | · | · | 2% | 0% | 8%
35 | CCN(C(=O)CN1CCN(c2ccccc2O)CC1)c1c(N)n(Cc2ccccc2)c(=O)[nH]c1=O | 29 | -2% | -2% | 1% | -10%
36 | COc1ccc(C(=O)NC2CC3CCCC(C2)N3Cc2ccccc2)cc1 (stereo unspecified) | ? | -13% | -20% | -9% | 16%
37 | Cc1cc(NC(=O)C2CC(c3c(F)cccc3Cl)=NO2)n(-c2ccccc2)n1 (stereo unspecified) | 6 | 2% | · | -19% | 1%
38 | CSc1ccc(CN2CCc3c([nH]c4ccccc34)C2)cc1 | -73* | ? | -19% | ? | ?
39 | O=C(NC1CCCC1)C(c1ccncc1)N(C(=O)c1csnn1)c1ccc(Cl)cc1 (stereo unspecified) | 16 | -1% | -15% | -15% | 9%
40 | CCc1nccn1CCC(=O)NC1CC(C)(C)Cc2c1cnn2-c1ccc(C)cc1 (stereo unspecified) | 13 | 4% | -2% | · | ·
41 | Cc1ccccc1C(=O)NC1CC2CCC(C1)N2Cc1ccccc1 (stereo unspecified) | -5 | 3% | -9% | 10% | 7%
42 | O=C(CCc1ccccc1Cl)Nc1ccc(S(=O)(=O)Nc2nccs2)cc1 | 8 | -2% | -6% | 12% | 14%
43 | CCN(CC)CCN=C1CCCc2ccccc2N1 | -2 | 0% | -35% | 17% | 2%
44 | Cc1cccc(C)c1NC(=O)C(c1cc2ccccc2o1)N1CCC(c2ccccc2)CC1 (stereo unspecified) | 25 | · | · | 21µM* | ?

No. | HT1080NT lethal | SW480 rerep | HT1080 IDH1KD tx | S2 tox
31 | 3% | 10% | -10% | i
32 | -1% | -3% | 1% | ?
33 | 3% | -17% | 6% | i
34 | · | · | · | i
35 | -3% | -11% | 7% | i
36 | 5% | -8% | 9% | i
37 | -5% | -77%[inhibitor] | 8% | i
38 | -23% | 3% | -18% | ?
39 | 3% | -3% | 9% | i
40 | -2% | -4% | 3% | i
41 | 2% | -97%[inhibitor] | 12% | i
42 | 8% | -1% | 12% | i
43 | -8% | -1% | -6% | i
44 | -1% | · | 13% | ·

A draw from above in order of heavy-atom count, lowest first.
No. | canonical_smiles | IL1B secr inh | MCF10A rerep | ATXN2 expr inh | KB-V1 MDR tox | KB-3-1 cytotox
28 | Cc1ccc(NC(=O)CSc2nnc(-c3ccco3)o2)cc1 | -9 | -9% | 5% | 5% | -1%
14 | COc1ccc(NC(=O)CSc2nnc(CNC(=O)c3cccs3)o2)c(OC)c1 | -11 | 0% | -3% | -1% | 1%
8 | O=C(Nc1ccc(S(=O)(=O)NC2=NCCCCC2)cc1)c1ccc2ccccc2n1 | -14 | 15% | -10% | 23µM* | -25%

No. | HT1080NT lethal | SW480 rerep | HT1080 IDH1KD tx | S2 tox
28 | 13% | 0% | 17% | i
14 | 4% | -7% | 6% | ?
8 | -1% | -7% | -4% | i
